TDP1 cell noCPT: qHTS for Inhibitors of human tyrosyl-DNA phosphodiesterase 1 (TDP1): qHTS in cells in absence of CPT; DT40 Tdp1-/- hTDP1 cells, no CPT, ATP luminescence, 48 h; Potency, µM (highest dose often 46.2 µM), inactives show at the top dose activity change, negative = growth inhibition, hits mostly inhibitors; 420,000 compounds, 15% hits; AID 686978, 2013; note: nearly all actives have a fitted effect of over 55% in size
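Seeded 400 DT40-hTDP1 cells/well (vehicle DMSO, no 20 nM CPT); pinned compounds; ≥48 hr at 37 °C; CellTiter-Glo luminescence as viability measure.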
TDP1 cell CPT: qHTS for Inhibitors of human tyrosyl-DNA phosphodiesterase 1 (TDP1): qHTS in cells in presence of CPT | 420,000 compounds, 12% hits | Potency, µM (series often up to 46.2 µM), for inactives: at the highest dose activity change, negative = growth inhibition, most hits filed as inhibitors | chicken DT40 Tdp1-/-;hTDP1 cells + 20 nM CPT, ATP luminescence, 48 h; note: nearly all actives have a fitted effect of over 55% in size
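Chicken DT40 Tdp1-/- cells stably complemented with human TDP1 were seeded at 400 cells/well in medium containing 20 nM camptothecin, exposed to pin-transferred compounds, and grown at 37 °C for at least 48 hr. Viability was read as ATP luminescence.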
GCN5L2 inh: qHTS Assay for Inhibitors of GCN5L2. Histone acetyltransferase KAT2A (Homo sapiens), Q92830. GCN5L2 HAT assay, ThioGlo1 CoA-SH fluorescence. Potency, µM (highest dose often 58.9 µM), without a hit: at the top dose activity change, negative = inhibition, usual class: inhibitors. 390,000 compounds, 0.21% hits. AID 504327, 2011
Target sequence (Q92830 whole entry, looked up): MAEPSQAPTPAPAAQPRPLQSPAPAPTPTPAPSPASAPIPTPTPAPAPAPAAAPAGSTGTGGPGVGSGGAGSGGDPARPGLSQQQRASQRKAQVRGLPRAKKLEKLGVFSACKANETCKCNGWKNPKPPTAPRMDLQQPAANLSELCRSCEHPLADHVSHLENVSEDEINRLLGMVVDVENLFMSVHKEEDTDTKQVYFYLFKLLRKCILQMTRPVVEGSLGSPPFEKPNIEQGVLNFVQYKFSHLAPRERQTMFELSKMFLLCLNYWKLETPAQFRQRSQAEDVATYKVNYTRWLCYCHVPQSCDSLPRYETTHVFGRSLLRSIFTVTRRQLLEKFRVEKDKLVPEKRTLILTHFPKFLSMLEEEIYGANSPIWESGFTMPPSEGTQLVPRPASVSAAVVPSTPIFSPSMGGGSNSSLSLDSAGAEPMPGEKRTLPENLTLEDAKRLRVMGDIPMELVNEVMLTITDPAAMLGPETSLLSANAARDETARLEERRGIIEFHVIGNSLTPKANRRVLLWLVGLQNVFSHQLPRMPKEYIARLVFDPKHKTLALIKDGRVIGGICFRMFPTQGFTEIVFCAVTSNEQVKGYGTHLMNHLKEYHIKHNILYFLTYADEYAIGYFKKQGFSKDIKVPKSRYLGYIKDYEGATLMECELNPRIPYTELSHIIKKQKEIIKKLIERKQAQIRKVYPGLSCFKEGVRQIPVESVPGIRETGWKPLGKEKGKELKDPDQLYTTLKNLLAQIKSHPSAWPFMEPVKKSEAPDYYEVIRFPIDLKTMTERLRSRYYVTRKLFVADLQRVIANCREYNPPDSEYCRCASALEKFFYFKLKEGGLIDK
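Free CoA generated was detected with ThioGlo1 (50uM) fluorescence at Ex340nm/Em540nm, read immediately and after 20 min at room temperature. Enzyme, 20 nM in HEPES pH 7.5 buffer, saw compounds 15 min before adding 75uM H3(1-25) peptide and 70uM acetyl-CoA.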
The depositor's hits bear a star; ? = inconclusive; nt = no result given; & = joins results of further samples; [ ] = another dose, or the depositor's remark. Calls come from the whole dose curve; as a rule, active = well fitted curve in the direction sought with a large enough effect; inconclusive = small, poorly fitted or top-dose-only effect, or another doubt; inactive = no such curve, though single readings can be large; an effect the other way counts as inactive or inconclusive. % is set by controls: 0 for no effect and ±100 for the full control effect; potency is the fitted concentration of half-maximal effect.

SMILES | TDP1 cell noCPT | TDP1 cell CPT | GCN5L2 inh
Cc1ccc(/C=C2\SC(=S)N(c3cccnc3)C2=O)o1 | ? | ? | -7%
O=C(Nc1cccc(F)c1)C1CCN(S(=O)(=O)c2ccc3[nH]c4c(c3c2)CCCCC4)CC1 | ? | ? | 6%
O=C(c1cccc(S(=O)(=O)N2CCCCC2)c1)N1CCN(c2ccccc2)CC1 | ? | ? | 1%
CC(C)CCn1c(=O)c2sccc2n2c(CCCC(=O)NCCc3ccccc3)nnc12 | 15µM* | 15µM* | -9%
COC(=O)c1sccc1NC(=O)c1ccccc1C(=O)O | -3% | -3% | nt
CCN(CC)CCCNC(=O)CNC(=O)c1nn(-c2ccc(OC)cc2)c(=O)c2ccccc12 | -18% | -3% | -3%
O=C(Nc1ccccc1)c1ccc(S(=O)(=O)NCC2CCCO2)cc1 (stereo not given) | -23% | -26% | 0%
CC(C)(C)OC(=O)N(CCc1ccccc1)Cc1ccc(OCc2cccc(NC(=O)C3CCCC3)c2)cc1 | 6.5µM* | 5.2µM* | nt
Cc1cc(C)cc(Cn2cc(CN3CC(N4CCSCC4)CS3(=O)=O)nn2)c1 (stereo not given) | -23% | -10% | nt
COC(=O)c1cc2occc2n1CC(=O)Nc1ccc(C)cc1C | -3% | -8% | ?
CCCc1cc(C(=O)Nc2ccc(C(C)=O)cc2)no1 | 2% | -8% | 2%
COc1ccccc1C1CCN(C(=O)c2cnn(-c3ccccc3)c2C)CC1 | 15µM* | 21µM* | -4%
CSc1ncccc1C(=O)NC1CCCc2c1cnn2-c1ccc(C)c(C)c1 (stereo not given) | 7.3µM* | 8.2µM* | 0%
Cc1ccc(NS(=O)(=O)c2ccc(Cl)c(N=Nc3c(O)[nH]c(=O)[nH]c3=O)c2)cc1Cl | -4% | -8% | -12%
O=S(=O)(c1ccccc1)c1nc(-c2ccco2)oc1NCCCn1ccnc1 | -18% | -15% | 3%
CSc1oc(-c2ccccc2)nc1C(N)=O | -9% | -1% | -4%
Cc1ccc(C(=O)Nc2cccc(C(=O)N3CCOCC3)c2)cc1 | -1% | -19% | -3%
COc1ccc(S(=O)(=O)Nc2ccc3c(c2)C(=O)N([C@H](C)CO)C[C@H](C)[C@@H](CN(C)C(=O)NC2CCCCC2)O3)cc1 | 0% | -18% | -1%
O=C(Nc1ccc2nc(-c3cccs3)c(-c3cccs3)nc2c1)N1CCCC1 | ? | ? | nt
CCN(CC)C(=O)CCS(=O)(=O)c1cccc2nonc12 | -21% | 1% | 2%
CCN(C(=O)CSc1nccc(=O)[nH]1)C1CCCCC1 | 6% | -25% | -2%
O=C(O)c1cc([N+](=O)[O-])ccc1C(=O)Nc1ccccc1 | 2% | 16% | -24%
CN1CCCC(OC(=O)c2cc(F)c(F)c(F)c2F)C1 (stereo not given) | -1% | 3% | 4%
O=C(CN(Cc1ccc(F)cc1)C(=O)CCC(=O)Nc1nccs1)NCc1ccccc1 | -19% | 5% | -2%
Cc1ccccc1OCc1nc2ccccc2n1C | ? | ? | -3%
CC1=C(C(=O)Nc2ccccc2F)C(c2ccsc2)C2=C(CC(C)(C)CC2=O)N1 (stereo not given) | ? | ? | -13%
C=CCOc1c(Cl)cc(/C=N/O)cc1OC | -4% | -21% | -4%
CC(N=C1NS(=O)(=O)c2ccccc21)C(=O)NCc1ccc2c(c1)OCO2 (stereo not given) | ? | 1% | 1%
CCCN(CC(=O)Nc1ccc(F)c(F)c1F)C(=O)CN1C(=O)NC2(CCCCC2)C1=O | -21% | -1% | nt
O=C(NCc1ccc(Cl)cc1)c1cc(-c2cccs2)on1 | -18% | -18% | 5%

A run of entries from the list above, as a working copy:
SMILES | TDP1 cell noCPT | TDP1 cell CPT | GCN5L2 inh
Cc1ccc(C(=O)Nc2cccc(C(=O)N3CCOCC3)c2)cc1 | -1% | -19% | -3%
COc1ccc(S(=O)(=O)Nc2ccc3c(c2)C(=O)N([C@H](C)CO)C[C@H](C)[C@@H](CN(C)C(=O)NC2CCCCC2)O3)cc1 | 0% | -18% | -1%
O=C(Nc1ccc2nc(-c3cccs3)c(-c3cccs3)nc2c1)N1CCCC1 | ? | ? | nt
CCN(CC)C(=O)CCS(=O)(=O)c1cccc2nonc12 | -21% | 1% | 2%
CCN(C(=O)CSc1nccc(=O)[nH]1)C1CCCCC1 | 6% | -25% | -2%
O=C(O)c1cc([N+](=O)[O-])ccc1C(=O)Nc1ccccc1 | 2% | 16% | -24%
CN1CCCC(OC(=O)c2cc(F)c(F)c(F)c2F)C1 (stereo not given) | -1% | 3% | 4%
O=C(CN(Cc1ccc(F)cc1)C(=O)CCC(=O)Nc1nccs1)NCc1ccccc1 | -19% | 5% | -2%
Cc1ccccc1OCc1nc2ccccc2n1C | ? | ? | -3%
CC1=C(C(=O)Nc2ccccc2F)C(c2ccsc2)C2=C(CC(C)(C)CC2=O)N1 (stereo not given) | ? | ? | -13%
C=CCOc1c(Cl)cc(/C=N/O)cc1OC | -4% | -21% | -4%
CC(N=C1NS(=O)(=O)c2ccccc21)C(=O)NCc1ccc2c(c1)OCO2 (stereo not given) | ? | 1% | 1%

Next part.
SMILES | TDP1 cell noCPT | TDP1 cell CPT | GCN5L2 inh
CC(C)OP(=O)(c1ccc(N(C)C)cc1)C(O)c1cccnc1 (stereo not given) | -3% | -2% | -1%
CCCOc1ccc2c3c(c(=O)oc2c1)CCCC3 | ? | ? | 4%
Cc1ccc(-c2c(C#N)c(N)nc3c2CCCC3)s1 | -27% | -20% | -3%
Cc1nn(C(C)C(=O)NCc2ccc(Cl)cc2)c(=O)c2cc3occc3n12 (stereo not given) | -2% | -2% | -1%
CCCCN1CC(N2CCN(C3CCN(C)CC3)CC2)CS1(=O)=O (stereo not given) | -12% | 28% | nt
O=C(Cn1cnc2ccccc21)Nc1cccc(S(=O)(=O)N2CCCC2)c1 | 4.1µM* | 5.8µM* | 0%
COc1ccc(C(=O)COC(=O)CNC(=O)c2ccc(Cl)cc2Cl)c(OC)c1 | -29% | 0% | -10%
CC1(C(=O)NNC(=O)c2cccc([N+](=O)[O-])c2)CC1Br (stereo not given) | -1% | 6% | nt
NS(=O)(=O)c1ccc(CCNC(=O)C2CCC(CNS(=O)(=O)c3ccc(Br)s3)CC2)cc1 (stereo not given) | -2% | -1% | -2%
CCCN1C(=O)C(NC(C)=O)c2ccccc21 (stereo not given) | 3% | 1% | -4%
COc1cc(CNc2ccc(O)cc2)cc(Br)c1OCc1ccccc1F | ? | 16µM* | ?
COc1cc(OC)c(NC(=O)N2CCSc3ccccc32)cc1Cl | ? | ? | -9%
Cc1ccc(C)c(NC(=O)CN2C(=O)C3(SCC(=O)N3c3ccc(C)c(C)c3)c3ccccc32)c1 (stereo not given) | 18µM* | ? | -9%
CCN(C(=O)COC(=O)c1cc(NS(=O)(=O)c2ccc(Cl)c([N+](=O)[O-])c2)ccc1O)C1CCCCC1 | ? | ? | -10%
Fc1cccc(-c2cncc(N3CCN(CCN4CCCC4)CC3)n2)c1 | ? | ? | nt
O=C(c1cccnc1)n1nc(NCc2ccccc2)nc1NCc1ccccc1 | -4% | -16% | -25%
CCCNC(=O)COC(=O)CCC(=O)c1cccs1 | -5% | ? | 2%
CCCCn1c(N)c(N(CCOC)C(=O)COC(=O)COc2c(C)cccc2C)c(=O)[nH]c1=O | -6% | -13% | -25%
O=C(NN1C(=O)CSC1=S)C(=O)NN1C(=O)CSC1=S | ? | ? | -4%
CCCOc1ccc(C(=O)Nc2ccc3nn(-c4ccc(OC)c(Cl)c4)nc3c2)cc1 | ? | -22% | -12%
CCc1ccccc1N(C)C(=O)c1cc2c(=O)oc3ccccc3c2s1 | ? | -30% | -6%
Cc1ccc2nc(SCC(=O)N3c4ccccc4CC3C)c(C)cc2c1 (stereo not given) | 15µM* | 23µM* | -20%[0.501 µM]
COc1ccc(OC)c(NC(=O)N[C@H](Cc2ccccc2)C(=O)NN)c1 | 10% | 4% | ?
CC(NC(=O)c1ccco1)C(=O)NC(C)c1cc(F)c(Cl)cc1Cl (stereo not given) | 13% | 1% | -1%
CC(C)(C)OC(=O)N1CCC(C(=O)Nc2cccc(C(=O)NCCCCc3ccccc3)c2)CC1 | ? | ? | nt
CC(C)N(Cc1nc(-c2ccccc2)no1)C(=O)C(C)(C)C | 6% | 0% | 1%
COc1ccc(OC)c(S(=O)(=O)Nc2c(C)nn(C)c2C)c1 | 18% | -2% | 0%
COc1cc2c(c(OC)c1OC)C(c1ccccc1C)CC(=O)O2 (stereo not given) | -2% | 8% | -2%
NC(=O)CSc1nnc(-c2cnccn2)n1Cc1ccco1 | -19% | -8% | -6%
Cc1c(S(=O)(=O)N2CCN(c3cccc(C(F)(F)F)c3)CC2)c(=O)n(C)c(=O)n1C | -16% | 9% | -12%
COC(=O)c1ccc(COc2ccc(Cl)cc2)o1 | -19% | 0% | -4%
Cc1noc(C)c1-c1nc(NC2CCNCC2)c2ccccc2n1 | ? | ? | -15%
CCOc1ccc(CN(C)CC(=O)Nc2ccccc2C(=O)NC2CC2)cc1 | ? | ? | -1%
O=C(c1cccs1)N1CCN=C1SCc1ccc(F)cc1 | 15% | -4% | 2%
Cc1nc2ccccc2cc1OCc1ccccc1 | 16µM* | 12µM* | 24%
COC(=O)c1sccc1NC(=O)Nc1cccc(Cl)c1Cl | ? | ? | -15%
CCC(Cc1ccccc1)NC(=O)C1CCC(CNc2c(N3CCCC3)c(=O)c2=O)CC1 (stereo not given) | -18% | -1% | -6%
Fc1cccc(CN2CCN(c3ncccn3)CC2)c1 | 3% | -1% | 1%
Cc1ncc(CC(=O)n2cc(C(=O)c3cc(F)ccc3O)cn2)s1 | -29% | ? | -8%
NC(=O)c1ccccc1O | -10%&-20% | -19%&-25% | 0%&2%
N#Cc1c(Cl)nsc1NN | ? | ? | 3%
CC(Sc1ccc(Br)cc1)C(N)=O (stereo not given) | -14% | 5% | -3%
COc1cccc(CN(C)c2nc(-c3cccs3)nc3ccccc23)c1 | 21µM* | 18µM* | -8%
CCOc1ccccc1N1CC(C(=O)N(Cc2nnc(-c3ccccc3Cl)o2)C2CC2)CC1=O (stereo not given) | ? | ? | 2%
C[C@H](NC(=O)C1CC(=O)N(c2ccc3c(c2)OCCO3)C1)C(=O)N1CCC(C(=O)O)CC1 (stereo not given in full) | 18% | 0% | -1%
CN(C)c1ccc(-c2csc(C(C)(O)c3cccc(F)c3)n2)cc1 (stereo not given) | 21µM* | 13µM* | nt
O=C(CCCCl)N1CCc2[nH]c3ccccc3c2C1 | 4% | 8% | -7%
O=C(NC1CC1)c1cccc(NC(=O)C2CCC2)c1 | 4% | 6% | nt
COc1ccc(C(=O)COC(=O)C2CCC(=O)N2)cc1 (stereo not given) | -2% | 8% | -7%
Cc1ccc(-n2nc(C)c(=O)c(-c3ccccc3)c2NC(=O)C(C)C)cc1 | -6% | 0% | 21%
Cc1cc(NC(=O)CSc2nc3cc(Cl)ccc3c(=O)n2Cc2ccco2)no1 | ? | ? | -7%
O=C(NCCC1=CCCCC1)C(=O)c1c[nH]c2ccccc12 | ? | -29% | -5%
CCOc1cc(C(=O)N(Cc2ccccc2)c2ccc(C)cc2)ccc1OCC(=O)N1CCOCC1 | ? | ? | nt
COc1ccc(Cc2nnc(NC(=O)Cc3cccs3)s2)cc1 | -1% | -15% | ?
O=C(O)c1ccc(S(=O)(=O)NC2CCCCCC2)cc1 | -1% | 6% | -2%
CCOc1ccccc1N1CCN(C(=O)c2csc(C)c2CC)CC1 | 21µM* | ? | -5%
CCN(C(=O)CSc1nnc(-c2ccco2)n1C)c1c(N)n(Cc2ccccc2)c(=O)[nH]c1=O | -5% | -25% | -7%
Cc1ccc(NC(=O)CN(C)C(=O)CNC(=O)c2ccc3c(c2)OCO3)cc1 | 2% | 13% | -24%
CC1=C(CC(=O)O)c2cc(F)ccc2/C1=C\c1ccc(S(C)(=O)=O)cc1 | -25% | -2% | -12%
COc1cc(C(=O)NCC(c2ccco2)N2CCCC2)ccc1OCc1ccc(Cl)cc1Cl (stereo not given) | 23µM* | ? | nt
Further records follow.
SMILES | TDP1 cell noCPT | TDP1 cell CPT | GCN5L2 inh
CCC(C)c1ccc(-c2cc(C(=O)OCC(=O)Nc3cc(C)on3)c3ccccc3n2)cc1 (stereo not given) | 16µM* | ? | -2%
CN(C)CCNC(=O)C(C(=O)c1ccccc1)n1ccccc1=O (stereo not given) | -6% | -14% | -5%
CCC(=O)N1CCCc2cc(S(=O)(=O)NCc3cccs3)ccc21 | -17% | -28% | 3%
Cc1ccc(-c2nc3ccccc3c(=O)n2CCCN2CCOCC2)cc1 | -14% | ? | 3%

Assay outcomes from PubChem BioAssay.

An unsorted share of the library; about 18% have a hit in one of these screens.
